# Assay outcomes: PubChem BioAssay, several laboratories
# PRMT1 FP inh: blocks human protein arginine methyltransferase 1; recombinant PRMT1, activity-based probe fluorescence polarization; inhibition, % at 2.79 µM; AID 652257; 370,000 compounds, 1.3% hits;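 active = inhibition above about 21% made by adding two undisclosed values, limit read from the data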
# mABHD4 FP: ABHD4 (mouse) inhibition, primary FP screen. Q8VD66. purified mABHD4, FP-Rh probe fluorescence polarization. inhibition, % at 8.92 µM. 370,000 compounds, 0.54% hits. AID 720543;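 active = inhibition exceeding the mean over every tested compound plus 3 SD, cut at about 30% in these data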;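 note: 0% = plate median of compound wells and 100% = S159A mutant with DMSO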
#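 Assay system: Wild-type mouse ABHD4 protein | Medium: HEPES pH 7.0 buffer, 150 mM NaCl, 0.01% Pluronic F-127 | Incubation: Enzyme–compound pre-incubation 45 min, then probe 60 min, both 25 °C | Technique: Fluorescence polarization with parallel and perpendicular emission, 525/598 nm | Evaluation: % inhibition of FP-Rh probe binding versus controls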
# Rev-erbA mod: Rev-erb alpha (human) modulation. P20393. Rev-erbα–FITC-DNA binding, fluorescence polarization, 90 min. activity, % at 10 µM. 370,000 compounds, 0.79% hits;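 active = activity above about 14%, limit read from the data; passing the limit was not always enough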;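 note: 0% = DMSO wells with 35 nM protein and 100% = DMSO wells with 750 nM protein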
# Target sequence (P20393 whole entry, looked up): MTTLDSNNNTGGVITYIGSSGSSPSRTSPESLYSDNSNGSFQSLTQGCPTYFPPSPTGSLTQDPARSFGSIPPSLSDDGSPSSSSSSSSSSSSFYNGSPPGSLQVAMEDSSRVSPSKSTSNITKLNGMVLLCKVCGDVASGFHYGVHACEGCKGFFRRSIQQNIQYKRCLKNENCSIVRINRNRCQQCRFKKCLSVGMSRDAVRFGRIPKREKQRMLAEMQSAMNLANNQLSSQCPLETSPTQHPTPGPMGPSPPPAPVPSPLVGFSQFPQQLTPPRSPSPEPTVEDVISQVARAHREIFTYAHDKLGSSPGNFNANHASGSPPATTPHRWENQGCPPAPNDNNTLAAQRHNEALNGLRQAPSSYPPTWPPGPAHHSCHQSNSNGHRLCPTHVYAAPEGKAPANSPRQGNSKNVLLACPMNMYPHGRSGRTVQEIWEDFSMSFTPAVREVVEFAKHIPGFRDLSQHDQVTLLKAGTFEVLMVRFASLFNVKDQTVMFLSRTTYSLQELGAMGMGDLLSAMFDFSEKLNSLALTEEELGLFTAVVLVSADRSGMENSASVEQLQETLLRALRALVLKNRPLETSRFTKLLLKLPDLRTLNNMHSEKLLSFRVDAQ
# LEDGF integ inh: blocks HIV-1 LEDGF/p75-dependent DNA integration. TR-FRET IN-LEDGF/p75 DNA integration, Eu/Cy5. 370,000 compounds, 0.64% hits. inhibition, % at 3.7 µM;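 active = inhibition above the screen-wide mean plus 3 SD, cut at about 13% in these data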;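 note: signal is the Cy5 over europium emission ratio at 671 and 618 nm; 0% = plate median of compound wells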
# rCAG binder: binds r(CAG) RNA repeats; r(CAG) RNA repeat, TO-PRO-1 dye displacement fluorescence; inhibition, % at 3 µM; 370,000 compounds, 1.3% hits; AID 651821;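 active = inhibition above the plate cutoff, the mean of all test compounds on that plate plus 3 SD, cut at about 35% in these data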;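 note: 0% = DMSO alone and 100% = 100 µM mitoxantrone as full dye displacement; higher means more dye released from RNA so lower well fluorescence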
# PG9 binder: PG9 antibody binding by small molecule | TR-FRET gp120-PG9 antibody binding | inhibition, % at 6.7 µM | 360,000 compounds, 0.43% hits | AID 624416; in the data active = inhibition above about 8.5%
# SIAE inh: human SIAE inhibition, primary screen. Q9HAT2. SIAE FP-Rh probe binding, fluorescence polarization. inhibition, % at 9.66 µM. 370,000 compounds, 0.69% hits. AID 1053197;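 active = inhibition above a cutoff: mean of compounds within the control limits plus 3 SD of those, cut at about 17% in these data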;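 note: 0% = plate median of compound wells and 100% = probe without SIAE protein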
# TCR-CD3 inh: human TCR-CD3 binding inhibition; TAMRA-labeled TCR probe fluorescence, biochemical; inhibition, % at 9.4 µM; 360,000 compounds, 0.37% hits; in the data active = inhibition above about 19%;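 note: recombinant mutant TCR 2C K166C tagged with TAMRA read by polarization; 0% = receptor in buffer alone and 100% = receptor with positive control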
# TDP2 inh: blocks human TDP2 phosphodiesterase activity | inhibition, % at 12.8 µM | AID 720702 | 370,000 compounds, 0.34% hits | O95551 | recombinant TDP2, T5PNP hydrolysis, p-nitrophenol absorbance 415 nm;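 active = inhibition above the mean of all tested compounds plus 3 SD, set per campaign, cut at about 25% in these data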;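 note: 0% = DMSO with enzyme and 100% = buffer with substrate but no TDP2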
#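 Read-out basis: percent inhibition. System: recombinant human TDP2. Buffer or medium: Mg2+-containing Tris-HCl buffer, pH 7.5. Repeats: single replicate. Timing: reaction 2 h, 37 °C. Benchmarks: high control without enzyme, low control DMSO plus TDP2. Probe or stimulus: 5 mM T5PNP. Doses: 12.8 µM only. Measured by: epi absorbance of p-nitrophenol freed from T5PNP by hydrolysis.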
# HTRA1 inhibitor: blocks human HTRA1 serine peptidase; Q92743; recombinant HTRA1, FP-rhodamine activity-based probe, fluorescence polarization; inhibition, % at 5.96 µM; 340,000 compounds, 0.5% hits; in the data active = inhibition above about 36%;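 note: 0% = enzyme with DMSO and 100% = wells lacking enzyme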
# Target sequence (Q92743 whole entry, looked up): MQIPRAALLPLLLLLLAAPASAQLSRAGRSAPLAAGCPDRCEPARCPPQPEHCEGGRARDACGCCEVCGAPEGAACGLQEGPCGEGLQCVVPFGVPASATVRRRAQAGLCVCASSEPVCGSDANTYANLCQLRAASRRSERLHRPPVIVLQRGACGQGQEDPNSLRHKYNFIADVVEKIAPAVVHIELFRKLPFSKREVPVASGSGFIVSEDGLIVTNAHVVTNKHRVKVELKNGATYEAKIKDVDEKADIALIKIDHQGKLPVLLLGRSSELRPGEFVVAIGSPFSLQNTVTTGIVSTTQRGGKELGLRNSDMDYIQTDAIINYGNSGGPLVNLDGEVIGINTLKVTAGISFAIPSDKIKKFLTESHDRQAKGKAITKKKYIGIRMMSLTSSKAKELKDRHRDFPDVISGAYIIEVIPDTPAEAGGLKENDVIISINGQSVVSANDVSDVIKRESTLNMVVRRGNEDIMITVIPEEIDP
# Starred values were filed as active, the others as inactive; . = not tested or not shown.
# Values run as follows: TCR-CD3 inh	Rev-erbA mod	SIAE inh	mABHD4 FP	PRMT1 FP inh	HTRA1 inhibitor	TDP2 inh	LEDGF integ inh	PG9 binder	rCAG binder
> CC(=O)c1ccc(-c2ccc(Cn3c(C)nc4cc(N)c(C)nc43)cc2)cc1
  3	-3	3	3	-1	-2	-5	2	2.0	-2
> C(=C\c1ccccc1)/CN1CCN(Cc2nc(Cc3ccccc3)no2)CC1
  4	-4	10	-3	-4	1	12	5	-1.1	-8
> CCNS(=O)(=O)c1ccc(-c2ccc(-n3cnnn3)cc2)cc1
  7	4	-2	-3	1	-7	-5	-2	1.2	1
> CC(=O)NC1=NN(C(C)=O)C(C)(c2cccc([N+](=O)[O-])c2)S1 (stereo unspecified)
  0	0	1	2	0	1	1	-4	-0.6	3
> Cc1ccc(S(=O)(=O)N2[C@@H](CO)CO[C@H]2CC(=O)c2cccs2)cc1
  -3	-4	14	7	-1	.	5	-10	-1.8	0
> Cc1cc2nn(-c3cccc4ccccc34)nc2cc1NC(=O)c1cccs1
  5	3	-61	-55	2	-75	3	-1	0.1	11
> O=C(c1cccnc1NCc1ccc(F)cc1)N1CCOCC1
  8	-4	6	1	-2	3	-11	1	-3.1	-3
> COc1ccc(C2C3=C(CCCC3=O)Nc3nc(C(F)(F)F)nn32)c(OC)c1OC (stereo unspecified)
  1	-5	1	4	-3	0	-3	-3	-0.1	-2
> C[C@H](NC(=O)c1nc[nH]c1C(=O)NCc1ccc(CNC(=O)OC(C)(C)C)cc1)c1ccccc1
  -10	-1	-20	-66	2	-45	-28	0	-2.0	1
> CCC(=O)N1CCN(c2ccc(OC)cc2[N+](=O)[O-])CC1
  5	4	1	-7	4	5	-15	-2	-1.0	1
> C=CCC[C@H](Cc1ccc(F)cc1)C(=O)OC[C@@H](NC(=O)[C@@H](CC=C)CC(=O)N(CCO)Cc1ccccc1)C(C)(C)C
  6	2	-5	-13	1	-45	-18	-2	-0.6	-5
> COCCn1c(-c2ccc(OC)cc2)cnc1SCC(=O)Nc1ccc(OC)cc1OC
  7	-6	1	1	2	10	4	2	1.7	-3
> O=C(NCCCO)NC(=S)c1cccc2ccccc12
  9	-2	-2	0	-4	-8	0	1	0.1	1
> CN(Cc1ccccc1)c1nc2c(c(=O)n(C)c(=O)n2C)n1CCCc1ccccc1
  0	-1	-1	0	-2	-7	3	-1	0.2	0
> Cc1cc(-c2nnnn2-c2cc(Cl)cc(Cl)c2)no1
  -1	-4	-4	-9	1	2	-5	-7	-0.3	-3
> COc1cccc(/C=N/NC(=O)C(c2ccncc2)N2CCOCC2)c1 (stereo unspecified)
  -3	-4	-4	-11	-3	.	-3	11	-2.0	3
> O=C(Cn1nnc2ccccc2c1=O)NCc1ccco1
  3	-1	8	5	-2	2	-6	-3	1.2	1
> CSc1nc2cc(C)nn2c(-c2ccccc2Cl)c1C#N
  1	42*	5	-3	-3	-1	-11	2	-1.3	4
> O=C(CCc1nc2ccccc2n1-c1ccccc1)NCCO
  -1	-3	-7	3	3	6	8	0	-0.6	0
> Cc1ccc(OCC(=O)Nc2cccc(S(=O)(=O)NC3=NCCCCC3)c2)cc1C
  4	8	-1	0	3	-6	3	-1	-0.1	-2

# Remaining list, next part
# Values run as follows: TCR-CD3 inh	Rev-erbA mod	SIAE inh	mABHD4 FP	PRMT1 FP inh	HTRA1 inhibitor	TDP2 inh	LEDGF integ inh	PG9 binder	rCAG binder
> O=C(Nc1cc(C(F)(F)F)ccc1N1CCOCC1)C1CCCO1 (stereo unspecified)
  -9	4	-1	4	2	4	-3	-6	-1.3	-3
> C[C@H](CO)N1C[C@H](C)[C@H](CN(C)C(=O)Nc2ccc(F)cc2)OCc2cnnn2CCCC1=O
  -5	1	-2	4	0	1	6	-1	-3.5	2
> COc1cc(/C=C/C(=O)NC(=O)c2ccccc2O)ccc1O
  -4	0	4	4	5	5	-9	1	-2.6	4
> CCOC(=O)CNC(c1ccccc1)c1cc(Br)ccc1NC(=O)CCN1CCOCC1 (stereo unspecified)
  5	6	3	11	37*	-31	1	0	-0.4	-8
> COc1cc(C(=O)n2cnc3ccccc32)c([N+](=O)[O-])cc1OC
  6	-2	7	3	1	3	8	-3	-1.1	-2
> O=C(N/C(=C/c1ccccc1Cl)C(=O)N1CCCC1)c1ccccc1
  -1	1	-7	-17	6	-4	2	-3	0.0	-2
> O=C(/C=C/[C@H]1O[C@@H](n2cnc3c(NC(=O)c4ccccc4)ncnc32)[C@H](O)[C@@H]1O)NCc1ccccc1
  -2	-1	9	5	5	.	5	-2	1.6	4
> C=Cc1ccc(Cn2c(C)c(C(=O)NCCC#N)sc2=O)cc1
  2	-6	2	-5	-4	.	-9	4	-1.4	1
> CCOC(=O)CCC(=O)Nc1ncnc2c1C(c1ccccc1)c1c(ccc3ccccc13)O2 (stereo unspecified)
  4	-3	-40	-6	0	-81	-6	1	-2.6	2
> Cc1sc2nc(-c3cccnc3)[nH]c(=O)c2c1-c1ccccc1
  -5	-3	-7	-7	23*	-7	-7	-1	0.1	3
> CCCCC(=O)N/N=C/c1cc([N+](=O)[O-])ccc1N1CCOCC1
  5	2	-2	2	-3	5	10	1	1.9	1
> Cc1ccccc1NS(=O)(=O)c1nnc(NC(=O)c2ccccc2F)s1
  1	-3	0	4	0	8	7	2	2.8	7
> COc1cccc(C(=O)Oc2ccc(N3C(=O)CCC3=O)c(C)c2)c1
  -3	3	-3	-1	0	-11	8	-5	0.6	-5
> CCOC(=O)C1CCCN(Cc2c(F)cccc2Cl)C1 (stereo unspecified)
  8	3	2	5	-1	-9	7	-1	-1.1	-4
> COc1ccc(CN2C3=NC(c4ccccc4)CC(=O)N3/C(=C\c3ccccc3)C2c2ccccc2)c(OC)c1 (stereo unspecified)
  .	0	-1	-6	3	.	8	-6	.	.
> COc1ccc(-c2csc(NCc3ccco3)n2)cc1
  0	-1	-26	-17	7	-3	-6	1	1.1	15
> CCN(CC)CCN(C(=O)c1ccc(C(=O)c2ccccc2)cc1)c1nc2cc3c(cc2s1)OCO3
  -7	-3	7	-2	1	-10	3	0	-3.4	0
> CC(NC(=O)c1cc2ccccc2oc1=O)c1ccc(O)cc1 (stereo unspecified)
  1	1	12	1	-2	-2	15	-5	-1.9	-1
> COC(=O)c1cc(C)sc1NC(=O)CN1CCN(C(=O)C2CCCO2)CC1 (stereo unspecified)
  -4	-2	0	5	0	3	-9	-5	0.5	-9
> C=CCN1C(=O)/C(=C/c2ccc(O)c(OC)c2)S/C1=N/c1nccs1
  -18	13	-11	-36	1	-40	-14	-2	0.8	35

# 4 entries from above, arranged by SMILES length, descending:
# Values run as follows: TCR-CD3 inh	Rev-erbA mod	SIAE inh	mABHD4 FP	PRMT1 FP inh	HTRA1 inhibitor	TDP2 inh	LEDGF integ inh	PG9 binder	rCAG binder
> COC(=O)c1cc(C)sc1NC(=O)CN1CCN(C(=O)C2CCCO2)CC1 (stereo unspecified)
  -4	-2	0	5	0	3	-9	-5	0.5	-9
> COc1cccc(C(=O)Oc2ccc(N3C(=O)CCC3=O)c(C)c2)c1
  -3	3	-3	-1	0	-11	8	-5	0.6	-5
> COc1cc(/C=C/C(=O)NC(=O)c2ccccc2O)ccc1O
  -4	0	4	4	5	5	-9	1	-2.6	4
> COc1ccc(-c2csc(NCc3ccco3)n2)cc1
  0	-1	-26	-17	7	-3	-6	1	1.1	15

# Entries above that bear a hit mark in PRMT1 FP inh.
SMILES	TCR-CD3 inh	Rev-erbA mod	SIAE inh	mABHD4 FP	PRMT1 FP inh	HTRA1 inhibitor	TDP2 inh	LEDGF integ inh	PG9 binder
CCOC(=O)CNC(c1ccccc1)c1cc(Br)ccc1NC(=O)CCN1CCOCC1 (stereo unspecified)	5	6	3	11	37*	-31	1	0	-0.4
Cc1sc2nc(-c3cccnc3)[nH]c(=O)c2c1-c1ccccc1	-5	-3	-7	-7	23*	-7	-7	-1	0.1

# Taken from above.
# CCOC(=O)C1CCCN(Cc2c(F)cccc2Cl)C1 (stereo unspecified) | mABHD4 FP: 5
# CC(NC(=O)c1cc2ccccc2oc1=O)c1ccc(O)cc1 (stereo unspecified) | mABHD4 FP: 1

# Next part
# Values run as follows: TCR-CD3 inh	Rev-erbA mod	SIAE inh	mABHD4 FP	PRMT1 FP inh	HTRA1 inhibitor	TDP2 inh	LEDGF integ inh	PG9 binder	rCAG binder
> O=c1nc2n(c3cccc(Cl)c13)CCCCC2
  -1	1	5	-2	-3	-7	4	-1	-1.2	2
> Cc1ccc(CNC(=O)c2ccc(S(=O)(=O)N3CCCCCC3)cc2)cc1
  -2	0	-1	2	2	1	4	6	0.3	2
> Cc1nc2c(c(C)nn2-c2ccccc2)c(C)c1CCC(=O)NCCCOC(C)C
  -4	8	-7	7	3	3	4	-6	-0.5	-9
> COc1ccccc1C(=O)N/N=C/c1cnc2ccccc2n1
  1	2	-2	2	-3	11	0	-3	-3.3	-1
> CCN1Cc2nnn(Cc3ccccc3)c2-c2cc(N3CCCC3)ccc2S1(=O)=O
  .	3	3	23	-3	.	9	-2	.	6
> COc1ccc(-c2noc(-c3ccccc3C(=O)Nc3cccnc3)n2)cc1
  3	3	-1	-2	3	-23	18	3	-0.9	6
> O=C(CN1CCCCC1)N/N=C/c1ccccc1OCc1ccccc1
  6	-2	1	0	-2	-3	3	-2	0.8	-2
> Cn1c(=O)c([N+](=O)[O-])c(NCC2CCCO2)c2ccccc21 (stereo unspecified)
  -4	-3	10	0	-2	-4	4	1	0.3	-3
> Cc1cc(=O)oc2c(C)c(OC(C)C(=O)NCCCN3CCOCC3)ccc12 (stereo unspecified)
  -2	3	-5	3	-3	9	-3	6	-1.7	-4
> NC(=O)Nc1ccc(C(=O)OCC(=O)N2CCCC2=O)cc1
  1	7	0	-6	-2	1	-9	3	-1.8	2
> CS(=O)(=O)Nc1ccc2c(c1)nc1n2CCOC1
  5	-4	0	1	1	6	-2	2	-0.1	-2
> Cn1c(CBr)c(C(=O)c2ccc([N+](=O)[O-])cc2)c(=O)n(C)c1=O
  -5	5	-1	-4	8	1	-5	10	-2.4	0
> Cc1ccc(NC(=O)CN(C)CC(=O)N(CC(C)C)c2c(N)n(CC(C)C)c(=O)[nH]c2=O)c(C)c1
  7	0	0	0	0	-3	-1	2	-1.5	-8
> COc1ccc2c(c1)CCc1c(C(=O)N3CCCCCC3)noc1-2
  1	3	-1	2	2	-8	7	-2	-1.2	-6

# Random excerpt: 3 entries already listed
# Values run as follows: TCR-CD3 inh	Rev-erbA mod	SIAE inh	mABHD4 FP	PRMT1 FP inh	HTRA1 inhibitor	TDP2 inh	LEDGF integ inh	PG9 binder	rCAG binder
> Cc1cc(=O)oc2c(C)c(OC(C)C(=O)NCCCN3CCOCC3)ccc12 (stereo unspecified)
  -2	3	-5	3	-3	9	-3	6	-1.7	-4
> O=c1nc2n(c3cccc(Cl)c13)CCCCC2
  -1	1	5	-2	-3	-7	4	-1	-1.2	2
> Cn1c(=O)c([N+](=O)[O-])c(NCC2CCCO2)c2ccccc21 (stereo unspecified)
  -4	-3	10	0	-2	-4	4	1	0.3	-3

# Only part of the results is shown; count on the stated rates, not on these rows.
